Compound activity as filed in PubChem BioAssay.
AmpC inh detg: inhibitors of E. coli AmpC beta-lactamase with detergent; Potency, µM (doses to about 114 µM), for inactives: top-dose activity change, negative = inhibition, most hits filed as inhibitors; 370,000 tested, 0.041% active; AmpC hydrolysis of nitrocefin, absorbance 480 nm, 0.01% Triton;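 also: potency is read from the fitted curve at half-maximal effect; 0% = no-compound wells and -100% = no-enzyme wells; nearly all actives have a fitted effect of over 25% in size; some results filed as inactive show a strong effect at the top dose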
Target sequence (P00811 whole entry, looked up): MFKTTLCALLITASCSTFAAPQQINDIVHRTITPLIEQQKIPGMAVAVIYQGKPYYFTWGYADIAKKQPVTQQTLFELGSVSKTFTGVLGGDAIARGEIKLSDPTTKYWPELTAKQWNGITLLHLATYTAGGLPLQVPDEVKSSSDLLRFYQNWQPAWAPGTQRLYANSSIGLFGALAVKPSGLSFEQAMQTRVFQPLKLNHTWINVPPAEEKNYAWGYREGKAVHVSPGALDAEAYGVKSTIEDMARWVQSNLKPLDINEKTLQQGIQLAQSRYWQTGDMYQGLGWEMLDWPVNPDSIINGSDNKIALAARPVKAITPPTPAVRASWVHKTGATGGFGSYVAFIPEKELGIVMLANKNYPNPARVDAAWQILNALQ
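AmpC (5.3 nM in the dispensed reagent) in 20 mM phosphate pH 7.0 with 0.01% (detergent screen) or 0.0001% Triton X-100 was preincubated with compounds for 15 min at room temperature. Nitrocefin was then added from an 800 uM solution, and hydrolysis was followed at 480 nm.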
HCMV antiviral: blocks human cytomegalovirus replication. HFF cells, HCMV-luciferase reporter, 72 h; stronger effect = lower value. activity change, negative = inhibition, % at 57.5 µM. 410,000 tested, 4.5% active. AID 1259415; in the data active = activity change below about -60%; inconclusive = no clear call, values can overlap the other calls; inactive = above about -39%
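Luciferase read-out from HCMV-luciferase-infected HFFs (MOI 1 PFU/cell) 72 h post infection at 37C; compounds added after 16 h cell attachment; activity normalized between buffer-only basal and Salinomycin (10uM) inhibitor controls.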
HCV inh: inhibitors of hepatitis C virus infection | Huh7.5.1 HCVcc-Cre infection, luciferase reporter, 44 h | Potency, µM (highest dose often 41.8 µM), without a hit: at the highest dose activity change, negative = inhibition, hits mostly inhibitors | 340,000 tested, 3.4% active | AID 651820; also: potency is read from the fitted curve at half-maximal effect
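Antiviral activity was scored by luciferase reporter output from cells infected with HCVcc-Cre (~0.5 moi) in presence of compound, 44 h infection period, cells seeded 1,000/well 4 h prior.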
TbPYK inhibitor: inhibitors of Trypanosoma brucei pyruvate kinase; TbPYK enzyme, Kinase-Glo Plus ATP luminescence, 45 min; 410,000 tested, 0.12% active; Potency, µM (doses to about 76.8 µM), inactives show at the highest dose activity, negative = inhibition, most hits filed as inhibitors; Q57TT1; also: potency is read from the fitted curve at half-maximal effect; nearly all actives have a fitted effect of over 50% in size
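Readout: single end-point luminescence (Kinase-Glo Plus, 10 min). Reaction conditions were TbPYK/substrate plus 130 uM ADP, 45 min at RT, pH 7.2 TEA buffer. No-enzyme wells served as controls, and data were normalized before concentration-response fitting.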
AmpC inh no detg: AmpC beta-lactamase inhibition without detergent | AmpC nitrocefin hydrolysis, absorbance 480 nm, 0.0001% Triton | Potency, µM (highest dose often 57.1 µM), inactives show top-dose activity change, negative = inhibition, usual class: inhibitors | 330,000 tested, 0.52% active;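 also: potency is read from the fitted curve at half-maximal effect; plate controls were no compound for no effect and no enzyme for full effect; nearly all actives have a fitted effect of over 20% in size; some results filed as inactive show a strong effect at the top dose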
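AmpC (5.3 nM in the dispensed reagent) in 20 mM phosphate pH 7.0 with 0.01% (detergent screen) or 0.0001% Triton X-100 was preincubated with compounds for 15 min at room temperature. Nitrocefin was then added from an 800 uM solution, and hydrolysis was followed at 480 nm.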
* = called active by the depositor; ? = inconclusive; / = no result given; & = joins results of further samples; [ ] = remark or other dose. Unless noted, calls follow the shape of the dose curve; as a rule, active = well fitted curve in the direction sought with a large enough effect; inconclusive = small, poorly fitted or top-dose-only effect, or another doubt; inactive = no such curve, though single readings can be large; an effect the other way counts as inactive or inconclusive. Unless noted, % is scaled to controls: 0 for no effect and ±100 for the full control effect.

SMILES	AmpC inh detg	HCMV antiviral	HCV inh	TbPYK inhibitor	AmpC inh no detg
CCC/C=C/C=C/C(=O)OC1/C(=C/C(=O)OC)CC2CC(C(C)O)OC(=O)CC(O)CC3CC(OC(C)=O)C(C)(C)C(O)(CC4C/C(=C/C(=O)OC)CC(/C=C\C(C)(C)C1(O)O2)O4)O3 (stereo not drawn)	/	/	/	-3%	/
Cc1ncc(COP(=O)(O)O)c(C=O)c1O	/	/	/	0%	/
NS(=O)(=O)c1cc([C@@]2(O)NC(=O)c3ccccc32)ccc1Cl	/	/	/	-1%[33.2 µM]	/
O=C(c1csnn1)N1CCC[C@@]2(CCN(Cc3nccs3)C2)C1	/	/	/	-6%	/
O=C(Oc1ccccc1C(=O)O)c1ccccc1O	/	/	/	5%	/
CS(=O)(=O)N1CCC2(CCN(C(=O)Nc3cccc(F)c3)CC2)CC1	/	/	/	-9%	/
COc1ccc(-n2c(=O)cnc3cnc(Oc4ccccc4)nc32)cc1	/	/	/	-2%	/
Cc1noc(C)c1C(=O)N1CCC2(CCCN(c3ccncc3)C2)CC1	/	/	/	-7%	/
CCC(=O)C(Cc1ccccc1)(Cc1ccccc1)CC(C)N(C)C (stereo not drawn)	/	/	/	-5%[157 µM]	/
CS(=O)(=O)N1CCC2(CC1)CN(c1cccc(-c3ccccc3)c1)C2	/	/	/	6%	/
Nc1nc2ncc(CNc3ccc(C(=O)NC(CCC(=O)O)C(=O)O)cc3)nc2c(=O)[nH]1 (stereo not drawn)	/	/	/	0%	/
c1ccc(-c2cccc(N3CC4(CCNCC4)C3)c2)cc1	/	/	/	-7%	/
O=C(c1cc(C(F)(F)F)cc(C(F)(F)F)c1)N1CCC[C@@]2(CCN(c3ccccc3)C2)C1	/	/	/	-9%	/
CCCCC(CC)COS(=O)(=O)O (stereo not drawn)	/	/	/	-5%	/
Cc1ccc(C(=O)c2ccc(C(F)(F)F)cc2)cc1	?	/	/	/	-15%
Fc1cccc(CNc2ncnc3ccc(-c4ccccc4Cl)cc23)c1	?	/	/	/	-10%
Fc1cccc(CNc2ncnc3ccc(-c4cccnc4)cc23)c1	?	/	/	/	-34%
Oc1ccc(COc2cccc3ccccc23)c2cccnc12	-15%	/	/	/	-55%
Oc1ccc(COC2CCCC2)c2cccnc12	?	/	/	/	-7%
COc1ccc(S(=O)(=O)N2CCN(S(=O)(=O)c3ccc(OC)cc3)CC2)cc1	0%	/	/	/	-10%

Three structures out of the list, ordered by molecular weight, highest first:
SMILES	AmpC inh detg	HCMV antiviral	HCV inh	TbPYK inhibitor	AmpC inh no detg
COc1ccc(S(=O)(=O)N2CCN(S(=O)(=O)c3ccc(OC)cc3)CC2)cc1	0%	/	/	/	-10%
Oc1ccc(COc2cccc3ccccc23)c2cccnc12	-15%	/	/	/	-55%
CCCCC(CC)COS(=O)(=O)O (stereo not drawn)	/	/	/	-5%	/

New compounds follow:
SMILES	AmpC inh detg	HCMV antiviral	HCV inh	TbPYK inhibitor	AmpC inh no detg
CCC(=O)NC(c1cccs1)c1cc(Br)c2cccnc2c1O (stereo not drawn)	9%	/	/	/	-29%
Cn1c2cc(B(O)O)sc2c2cnn(Cc3c(F)cccc3F)c(=O)c21	2.5µM*	/	/	/	5.6µM*
COc1ccc(C[C@H](C(=O)O)N2C(=O)c3ccc(C(=O)O)cc3C2=O)cc1	?	/	/	/	-24%
O=C(O)c1ccc2c(c1)C(=O)N([C@H](Cc1ccc(Cl)cc1)C(=O)O)C2=O	?	/	/	/	-8%
Cc1cccc(-c2ccc3ncnc(N(C)Cc4ccco4)c3c2)c1	-3%	/	/	/	-1%
O=C(Nc1ccccc1F)c1ccc(O)c2ncccc12	-14%	/	/	/	-32%
CC(=O)c1ccc(-c2csc(N3CCC(C(N)=O)CC3)n2)cc1	-6%	/	/	/	1%&67%
Brc1ccc(-c2csc(N3CCCCC3)n2)cc1	?	/	/	/	-36%
O=C(O)c1ccc2c(c1)C(=O)N([C@]1(C(=O)O)CC1c1ccccc1)C2=O (stereo partly drawn)	-14%	/	/	/	-4%
COc1cccc(-c2ccc3ncnc(NCc4cccc(F)c4)c3c2)c1	?	/	/	/	-5%
O=S(=O)(NC1CCN(S(=O)(=O)c2ccc3c(c2)OCCO3)CC1)c1c(F)cccc1F	-14%	/	/	/	-19%
CCOC(=O)c1c(CNCc2ccccc2F)c2sc(C)cc2n1C	-3%	/	/	/	-10%
CC(=O)NC(c1ccco1)c1cc(Br)c2cccnc2c1O (stereo not drawn)	-12%	/	/	/	14%
Clc1cccc(-c2ccc3ncnc(NCc4ccc5c(c4)OCO5)c3c2)c1	?	/	/	/	-22%
O=C(O)c1ccc(S(=O)(=O)N[C@H](Cc2ccc(O)cc2)C(=O)O)cc1	?	/	/	/	-9%
O=C(O)c1ccc2c(c1)C(=O)N([C@H](Cc1c[nH]c3ccccc13)C(=O)O)C2=O	?	/	/	/	-18%
CC(=O)NC(c1ccco1)c1cc(Cl)c2ccc(N3CCCCC3)nc2c1O (stereo not drawn)	0%	/	/	/	-11%
CCOC(=O)C1CCCN(C(=O)c2ccc3c(c2)sc2nc(-c4ccc(C)cc4C)cn23)C1 (stereo not drawn)	-1%	/	/	-5%	/
O=C(NCCCc1ccccc1)c1ccc2c(c1)sc1nc(-c3ccc(F)cc3)cn12	23%	/	/	0%	/
COc1cccc(-c2cn3c(n2)sc2cc(C(=O)NCCc4ccccc4)ccc23)c1	13%	/	/	-1%	/
COc1ccc(-c2cn3c(n2)sc2cc(C(=O)Nc4ccc(C)c(Cl)c4)ccc23)cc1	17%	/	/	-3%	/
COc1ccc(-c2cn3c(n2)sc2cc(C(=O)Nc4cccc(OC)c4)ccc23)cc1	-2%	/	/	-1%	/
Cc1ccc(-c2cn3c(n2)sc2cc(C(=O)NCCC4=CCCCC4)ccc23)cc1	3%	/	/	-6%	/
COc1ccc(CCNC(=O)c2ccc3c(c2)sc2nc(-c4ccccc4)cn23)cc1OC	22%	/	/	-1%	/
CC(C)NC(=O)C1CCN(C(=O)c2cc3sccc3n2Cc2ccc(Cl)cc2)CC1	12%	/	/	6%	/
CCOC(=O)C1CCN(C(=O)c2ccc3c(c2)sc2nc(-c4ccc(OC)cc4)cn23)CC1	2%	/	/	2%	/
CCCN1CCN(CCCNC(=O)c2ccc3c(c2)sc2nc(-c4ccc(OCC)cc4)cn23)CC1	9%	/	/	-8%	/
CCCSCCCNC(=O)c1ccc2c(c1)sc1nc(-c3ccc(OCC)cc3)cn12	-2%	/	/	-4%	/
CCOC(=O)C1CCN(C(=O)c2ccc3c(c2)sc2nc(-c4ccc(C)cc4)cn23)CC1	-4%	/	/	-9%	/
Cc1ccc(-c2cn3c(n2)sc2cc(C(=O)NCCCc4ccccc4)ccc23)cc1	13%	/	/	-9%	/
CCOc1ccc(-c2cn3c(n2)sc2cc(C(=O)NCCCN4CCCCC4)ccc23)cc1	-2%	/	/	1%	/
COc1cccc(-c2cn3c(n2)sc2cc(C(=O)NCCCc4ccccc4)ccc23)c1	18%	/	/	6%	/
Cc1ccc(CNC(=O)c2cc3sccc3n2Cc2ccc(Cl)cc2)cc1	5%	/	/	3%	/
Clc1cccc(-c2ccc(C3Nc4cccc5cccc(c45)N3)o2)c1	/	/	/	-2%	-7%
COc1ccc2[nH]c3c(c2c1)CCN1C(=O)C(CC(=O)NC/C=C(\C)CCC=C(C)C)C[C@H](C(=O)N2CCCCC2)[C@@]31C (stereo partly drawn)	/	/	2%	/	-5%
CNC[C@@H]1Oc2ccc(NC(=O)Nc3cccc4ccccc34)cc2C(=O)N([C@@H](C)CO)C[C@@H]1C	/	/	3%	/	204%[activator]
CNC[C@H](Cc1cccc2ccccc12)NC[C@H](CCSC)NCC1CCC(C(C)(C)C)CC1 (stereo partly drawn)	/	/	?	/	82%[activator]
CC(=O)OC[C@]12CC[C@H]3[C@@](C)(CC[C@H]4C(C)(C)CCC[C@]34C)[C@@H]1C[C@H](C1=CC(=O)O[C@H]1OC(C)=O)O2	/	/	-18%	/	65%[activator]
O=C(NCc1cc(C(F)(F)F)ccc1Cl)c1cccc2c1C(=O)c1ccc(-c3ccc(OC(F)(F)F)cc3)cc1S2(=O)=O	/	/	12%	/	-18%
COc1ccc(-c2ccc3oc(-c4ccsc4)c(-c4ccc(Br)nc4)c3c2)cc1	/	/	-6%	/	-23%
C[C@@]12CCOC13C=CC(=O)C=C3CC[C@H]2O (stereo partly drawn)	/	-13	/	/	/
Cc1ccc(C)n1C1C(=O)N(C)c2ccc(OC(F)(F)F)cc21 (stereo not drawn)	/	-1	/	/	/
Cc1ccc[n+](C2=C([O-])c3ccccc3C(=O)C2=O)c1	/	27	/	/	/
COC(=O)C(c1ccccc1)(c1cn(C)c2ccccc12)C(Nc1ccccc1)c1ccccc1 (stereo not drawn)	/	-24	/	/	/
CC(C)NC(=O)c1cnc(N2CCN(Cc3cccc(F)c3)C2=O)s1	/	-19	/	/	/
CC(C)C[C@H](NS(=O)(=O)c1ccc(F)cc1F)C(=O)N1CCC[C@H]1C(=O)NCc1ccccc1	/	-3	/	/	/
C[C@@H]1COc2cccc(NCCCN3CCOCC3)c2S(=O)(=O)N1	/	-5	/	/	/
COC(=O)C(c1ccccc1)(c1cn(C)c2ccccc12)C(Nc1ccccc1)c1cccc(Br)c1 (stereo not drawn)	/	-14	/	/	/
FC(F)(F)c1cccc(-c2cnc3ccccc3n2)c1	/	32	/	/	/
COc1ccc(CN2C(=O)C(n3ccc4ccccc43)c3cc(F)ccc32)cc1 (stereo not drawn)	/	14	/	/	/
CCCCN=CN1c2cc(OC)ccc2-n2cccc2C1c1ccccc1 (stereo not drawn)	/	85	/	/	/
CCOC(=O)/C=C/[C@H](CCCCOCc1ccccc1)NC(=O)C(F)(F)F	/	9	/	/	/

Structures above that have an aryl methoxy group:
SMILES	AmpC inh detg	HCMV antiviral	HCV inh	TbPYK inhibitor	AmpC inh no detg
COc1ccc(-n2c(=O)cnc3cnc(Oc4ccccc4)nc32)cc1	/	/	/	-2%	/
COc1ccc(S(=O)(=O)N2CCN(S(=O)(=O)c3ccc(OC)cc3)CC2)cc1	0%	/	/	/	-10%
COc1ccc(C[C@H](C(=O)O)N2C(=O)c3ccc(C(=O)O)cc3C2=O)cc1	?	/	/	/	-24%
COc1cccc(-c2ccc3ncnc(NCc4cccc(F)c4)c3c2)c1	?	/	/	/	-5%
COc1cccc(-c2cn3c(n2)sc2cc(C(=O)NCCc4ccccc4)ccc23)c1	13%	/	/	-1%	/
COc1ccc(-c2cn3c(n2)sc2cc(C(=O)Nc4ccc(C)c(Cl)c4)ccc23)cc1	17%	/	/	-3%	/
COc1ccc(-c2cn3c(n2)sc2cc(C(=O)Nc4cccc(OC)c4)ccc23)cc1	-2%	/	/	-1%	/
COc1ccc(CCNC(=O)c2ccc3c(c2)sc2nc(-c4ccccc4)cn23)cc1OC	22%	/	/	-1%	/
CCOC(=O)C1CCN(C(=O)c2ccc3c(c2)sc2nc(-c4ccc(OC)cc4)cn23)CC1	2%	/	/	2%	/
COc1cccc(-c2cn3c(n2)sc2cc(C(=O)NCCCc4ccccc4)ccc23)c1	18%	/	/	6%	/
COc1ccc2[nH]c3c(c2c1)CCN1C(=O)C(CC(=O)NC/C=C(\C)CCC=C(C)C)C[C@H](C(=O)N2CCCCC2)[C@@]31C (stereo partly drawn)	/	/	2%	/	-5%
COc1ccc(-c2ccc3oc(-c4ccsc4)c(-c4ccc(Br)nc4)c3c2)cc1	/	/	-6%	/	-23%
COc1ccc(CN2C(=O)C(n3ccc4ccccc43)c3cc(F)ccc32)cc1 (stereo not drawn)	/	14	/	/	/
CCCCN=CN1c2cc(OC)ccc2-n2cccc2C1c1ccccc1 (stereo not drawn)	/	85	/	/	/

Only part of the results is shown; the hit share may differ from the screen's.
